KOR beta-arrestin-1: KOR agonists, beta-arrestin recruitment, primary screen, cell-based, luminescence, uHTS (AID 1777); KOR beta-arrestin recruitment, luminescence; higher % means a stronger effect; activation, % at 10 µM; hits with a dose series show EC50 in µM; 280,000 compounds, 0.02% hits; in the data active = activation above about 50%, passing the limit was not always enough; note: a part of the inactive calls stands beside numbers as strong as those of hits
AID2073: disruptors of CaV2.2 binding to Mint1 – biochemical, HTRF (AID 2073). HTRF protein-protein interaction, Mint1-CaV2.2; higher % means a stronger effect. inhibition, % at 20 µM; hits with a dose series show IC50 in µM. 290,000 compounds, 0.19% hits; in the data active = inhibition mostly above about 51%, no sharp cut-off; inconclusive = no clear call, values can overlap the other calls; inactive = mostly below about 53%; note: some results filed as inactive read as strong as hits
NOD1 NF-kB reporter: inhibition of NOD1-driven NF-kB reporter – cell-based, luminescence, uHTS, primary screen (AID 1578). NOD1-driven NF-kB luciferase reporter cells, luminescence; higher % means a stronger effect. inhibition, % at 4 µM; hits with a dose series show EC50 in µM. 290,000 compounds, 1% hits; in the data active = inhibition mostly above about 36%, no sharp cut-off; inactive = mostly below about 34%;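 note: HEK-293T reporter cells stimulated with the NOD1 agonist gamma-tri-DAP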
Yfh1-depleted yeast: mitochondrial function rescue without frataxin homolog – Friedreich's ataxia, plus single-dose screen, dose response (AID 1465). S. cerevisiae Yfh1-off respiration, WST-1 reduction, 72 h; higher fold induction means a stronger effect. one-dose fold induction at 50 µM; EC50 in µM for titrated hits. 220,000 compounds, 0.074% hits;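 active = fold induction of absorbance versus untreated yeast above a set limit, then at least 30% activation at any dose in follow-up; inconclusive = repeats straddling the limit, or above it without dose testing; inactive = fold induction below the set limit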;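 note: activators that raise dye reduction in frataxin-depleted yeast; strong numbers were not always called active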
HEK293 NOD2/NF-kB: inhibition of NOD2-driven NF-kB reporter – cell-based, luminescence, uHTS, HEK293 (AID 1566) | HEK293 NOD2/NF-kB luciferase reporter, luminescence; higher % means a stronger effect | one-dose inhibition, % at 4 µM; EC50 in µM for titrated hits | 290,000 compounds, 0.63% hits; note: many of its hits are not listed in these tables
West Nile antiviral: West Nile virus antiviral activity, cell-based, CPE readout (AID 1621); 290,000 compounds, 0.02% hits; CPE inhibition, % at 10 µM; hits with a dose series show IC50 in µM; West Nile virus-infected cells, CPE inhibition; higher % means a stronger effect; in the data active = a potency from the dose series; inconclusive = CPE inhibition mostly from about 3.7% at the one dose, without a potency; inactive = the rest, 99 in 100 with CPE inhibition below about 2.2%; note: strong numbers were not always called active
HIV peptide binding: inhibitors of HIV fusion peptide binding, primary screen, biochemical, uHTS, fluorescence dequenching (AID 1986); cell-free peptide binding, fluorescence dequenching, 30 min; higher % means a stronger effect; inhibition, % at 20 µM, or IC50 in µM where a hit was titrated; 290,000 compounds, 0.3% hits; in the data active = inhibition mostly above about 52%, no sharp cut-off; inactive = mostly below about 76%; note: some results filed as inactive read as strong as hits
KOR beta-arrestin-2: kappa opioid receptor blockers – cell-based, luminescence, uHTS (AID 1778) | KOR beta-arrestin recruitment, luminescence, antagonist mode; higher % means a stronger effect | inhibition, % at 10 µM, or IC50 in µM where a hit was titrated | 290,000 compounds, 0.091% hits; note: strong numbers were not always called active
Dengue-2 NS5 capping: Dengue-2 NS5 methyltransferase inhibitors, primary screen, biochemical, confirmation dose response (AID 588689); inhibition, % at 25 µM, or IC50 in µM where a hit was titrated; 340,000 compounds, 0.3% hits; Dengue-2 NS5 methyltransferase capping enzyme assay, biochemical; higher % means a stronger effect; in the data active = a potency from the dose series; inconclusive = inhibition above about 29% without an active follow-up result
* marks the source's active call; other numbers are inactive results; [ ] = dose if it differs, or a comment. Cut-off read from the data, not from the text of the source, unless noted: active = inhibition above about 50%; inactive = the rest. Some of the compounds tested, so the mix of outcomes need not match the whole.

`Cc1ccc(N=C2S/C(=C\c3cn(CC(=O)O)c4ccccc34)C(=O)N2C)cc1` gave KOR beta-arrestin-1 3.7%, AID2073 1%, NOD1 NF-kB reporter -37%, Yfh1-depleted yeast inactive, HEK293 NOD2/NF-kB -22%, West Nile antiviral 0.8%, HIV peptide binding 58%, KOR beta-arrestin-2 -108% and Dengue-2 NS5 capping -32%.
For Cc1ccccc1OCC(=O)Nc1ccccc1CO the results were KOR beta-arrestin-1 -7.2%, AID2073 -2%, NOD1 NF-kB reporter -8%, Yfh1-depleted yeast inactive, HEK293 NOD2/NF-kB 1%, West Nile antiviral -0.2%, HIV peptide binding -2.2%, KOR beta-arrestin-2 3% and Dengue-2 NS5 capping -8%.
O=C1NC(=S)S/C1=C\c1ccc(SCc2ccco2)o1 was read as KOR beta-arrestin-1 -0.8%, AID2073 23%, NOD1 NF-kB reporter -11%, Yfh1-depleted yeast inconclusive, HEK293 NOD2/NF-kB 15%, West Nile antiviral 0.1%, HIV peptide binding 54%*, KOR beta-arrestin-2 38% and Dengue-2 NS5 capping inconclusive.
Cc1cc(-c2nn(-c3ccccc3F)cc2CNCCc2cnccn2)c(C)s1 was read as KOR beta-arrestin-1 -1.8%, AID2073 8%, NOD1 NF-kB reporter -24%, Yfh1-depleted yeast inactive, HEK293 NOD2/NF-kB 10%, West Nile antiviral -0.9%, HIV peptide binding 1.8%, KOR beta-arrestin-2 15%[20 µM] and Dengue-2 NS5 capping -3%.
Screening c1ccc2cc(Cn3ccnc3)ccc2c1 returned KOR beta-arrestin-1 1.1%, AID2073 3%, NOD1 NF-kB reporter -48%, HEK293 NOD2/NF-kB 1%, West Nile antiviral 0.2%, HIV peptide binding 1.4%, KOR beta-arrestin-2 -14% and Dengue-2 NS5 capping 5%.
COc1cccc(C(=O)Nc2nc3ccccc3s2)c1 was read as KOR beta-arrestin-1 4.3%, AID2073 13%, NOD1 NF-kB reporter -62%, HEK293 NOD2/NF-kB -168%, West Nile antiviral -1.0%, HIV peptide binding 0.1%, KOR beta-arrestin-2 -23% and Dengue-2 NS5 capping -1%.
`Cc1ccccc1Cn1c(C)nc2ccccc21` gave KOR beta-arrestin-1 5.1%, AID2073 0%, West Nile antiviral -1.2%, HIV peptide binding 0.8%, KOR beta-arrestin-2 -28%[20 µM] and Dengue-2 NS5 capping -2%.
Screening O=C(COc1ccc2c(c1)oc(=O)c1ccccc12)NCCN1CCOCC1 returned KOR beta-arrestin-1 -0.7%, AID2073 0%, NOD1 NF-kB reporter -19%, HEK293 NOD2/NF-kB -1%, West Nile antiviral -1.1%, HIV peptide binding 0.0%, KOR beta-arrestin-2 -22% and Dengue-2 NS5 capping -8%.
`O=[N+]([O-])c1ccc(Oc2cccc3cccnc23)c([N+](=O)[O-])c1` gave KOR beta-arrestin-1 -1.6%, AID2073 20%, NOD1 NF-kB reporter -14%, Yfh1-depleted yeast inactive, HEK293 NOD2/NF-kB -2%, West Nile antiviral 0.3%, HIV peptide binding 9.9%, KOR beta-arrestin-2 5% and Dengue-2 NS5 capping 1%.
For O=C(CCN1C(=O)/C(=C/c2ccc(F)cc2)SC1=S)Nc1cc([N+](=O)[O-])ccc1O the results were KOR beta-arrestin-1 -1.5%, AID2073 12%, NOD1 NF-kB reporter -1%, HEK293 NOD2/NF-kB 1%, West Nile antiviral -0.8%, HIV peptide binding 1.3%, KOR beta-arrestin-2 4% and Dengue-2 NS5 capping -2%.
Screening NC(=O)c1c(NC(=O)Cc2ccccc2)sc2c1CCN(Cc1ccccc1)C2 returned KOR beta-arrestin-1 -3.4%, AID2073 8%, NOD1 NF-kB reporter -5%, HEK293 NOD2/NF-kB 18%, West Nile antiviral -0.8%, HIV peptide binding 1.9%, KOR beta-arrestin-2 -34%[20 µM] and Dengue-2 NS5 capping -1%.
`CCC(C(=O)O)n1nnc(-c2ccc(-c3ccc(OC)cc3)cc2)n1` (configuration not stated) gave KOR beta-arrestin-1 2.0%, AID2073 10%, NOD1 NF-kB reporter -58%, Yfh1-depleted yeast inactive, HEK293 NOD2/NF-kB -15%, West Nile antiviral -0.6%, HIV peptide binding 13%, KOR beta-arrestin-2 -53% and Dengue-2 NS5 capping 0%.
Screening Cc1ccc(C(O)(C(=O)NNc2ccccn2)c2ccc(C)cc2)cc1 returned KOR beta-arrestin-1 -0.1%, AID2073 6%, NOD1 NF-kB reporter -29%, Yfh1-depleted yeast inactive, HEK293 NOD2/NF-kB 0%, West Nile antiviral -0.2%, HIV peptide binding -4.1%, KOR beta-arrestin-2 -8%[20 µM] and Dengue-2 NS5 capping 4%.
O=C(Nc1ncc(C(F)(F)F)cc1Cl)c1ccc(S(=O)(=O)N2CCOCC2)cc1 was read as KOR beta-arrestin-1 -2.2%, AID2073 49%, NOD1 NF-kB reporter -12%, Yfh1-depleted yeast inactive, HEK293 NOD2/NF-kB 14%, West Nile antiviral -0.3%, HIV peptide binding 2.6%, KOR beta-arrestin-2 25% and Dengue-2 NS5 capping -6%.
`CCN1CCN(C(=O)C2c3cc(OC)c(OC)cc3C(=O)N3CCc4ccccc4C23)CC1` (configuration not stated) gave KOR beta-arrestin-1 2.3%, AID2073 -1%, NOD1 NF-kB reporter -4%, HEK293 NOD2/NF-kB 19%, HIV peptide binding -3.8%, KOR beta-arrestin-2 4% and Dengue-2 NS5 capping -2%.
Screening COc1ccc(Cc2c[nH]c(=O)[nH]c2=O)cc1 returned KOR beta-arrestin-1 -5.6%, AID2073 -5%, NOD1 NF-kB reporter -12%, Yfh1-depleted yeast inactive, HEK293 NOD2/NF-kB 9%, West Nile antiviral 0.3%, HIV peptide binding 3.0%, KOR beta-arrestin-2 17% and Dengue-2 NS5 capping 2%.
For COC(=O)C1=C(C(=O)OC)[C@@H]2N(C)c3ccccc3[C@@]23C[C@@H](C(=O)OC)N(C(=O)CC(C)C)C3=N1 the results were KOR beta-arrestin-1 2.0%, AID2073 5%, NOD1 NF-kB reporter 1%, Yfh1-depleted yeast inactive, HEK293 NOD2/NF-kB 3%, West Nile antiviral 0.2%, HIV peptide binding -2.0%, KOR beta-arrestin-2 40% and Dengue-2 NS5 capping -10%.
For O=[N+]([O-])c1cc2c(c(CSc3nnc4ccccn34)c1)OCOC2 the results were KOR beta-arrestin-1 3.5%, AID2073 -8%, NOD1 NF-kB reporter 0%, Yfh1-depleted yeast inactive, HEK293 NOD2/NF-kB 6%, West Nile antiviral -0.6%, HIV peptide binding -1.3%, KOR beta-arrestin-2 -26% and Dengue-2 NS5 capping -1%.
For COc1ccc(Cl)cc1N(C)C(=O)CCc1nc(-c2ccc(C)cc2)no1 the results were KOR beta-arrestin-1 -0.7%, AID2073 -6%, NOD1 NF-kB reporter 0%, Yfh1-depleted yeast inactive, HEK293 NOD2/NF-kB -2%, West Nile antiviral 0.6%, HIV peptide binding -0.6%, KOR beta-arrestin-2 -12% and Dengue-2 NS5 capping -12%.
Screening Cc1ccccc1OCC(O)CNC1CCCC1 (configuration not stated) returned KOR beta-arrestin-1 2.4%, AID2073 28%, NOD1 NF-kB reporter 29%, HEK293 NOD2/NF-kB -2%, West Nile antiviral -0.9%, HIV peptide binding 0.2%, KOR beta-arrestin-2 -41%[20 µM] and Dengue-2 NS5 capping -7%.
For COc1ccc(C2Nc3ccccc3C(=O)N2O)cc1OC (configuration not stated) the results were KOR beta-arrestin-1 -1.5%, AID2073 -1%, NOD1 NF-kB reporter 15%, HEK293 NOD2/NF-kB 11%, HIV peptide binding -1.4%, KOR beta-arrestin-2 8% and Dengue-2 NS5 capping -3%.
For COc1ccccc1NC(=O)CCC(=O)Nc1cc(OC)c(NC(=O)c2cccs2)cc1OC the results were KOR beta-arrestin-1 1.7%, AID2073 3%, NOD1 NF-kB reporter 6%, HEK293 NOD2/NF-kB 12%, West Nile antiviral -0.1%, HIV peptide binding -0.3%, KOR beta-arrestin-2 -28% and Dengue-2 NS5 capping -5%.
`COc1ccc(C(C(=O)NC(C)(C)C)N(Cc2ccco2)C(=O)CCC(=O)Nc2cc(C)on2)cc1` (configuration not stated) gave KOR beta-arrestin-1 -3.7%, AID2073 2%, NOD1 NF-kB reporter 4%, Yfh1-depleted yeast inactive, HEK293 NOD2/NF-kB 0%, West Nile antiviral -0.8%, HIV peptide binding -0.1%, KOR beta-arrestin-2 7% and Dengue-2 NS5 capping -2%.
Screening Cc1ccc(/C=N/n2cnnc2)s1 returned KOR beta-arrestin-1 2.1%, AID2073 2%, NOD1 NF-kB reporter 6%, Yfh1-depleted yeast inactive, HEK293 NOD2/NF-kB 13%, West Nile antiviral 0.0%, HIV peptide binding -2.2%, KOR beta-arrestin-2 -6% and Dengue-2 NS5 capping 0%.
Screening CC(=O)c1ccc(S(=O)(=O)N2CCN(c3ccccc3F)CC2)cc1 returned AID2073 -2%, NOD1 NF-kB reporter 7%, Yfh1-depleted yeast inactive, HEK293 NOD2/NF-kB 1%, West Nile antiviral -2.0%, HIV peptide binding 0.3%, KOR beta-arrestin-2 0%[20 µM] and Dengue-2 NS5 capping 0%.
`O=C1C(Cc2cccc([N+](=O)[O-])c2)SC(=Nc2ccccc2)N1c1ccccc1` (configuration not stated) gave KOR beta-arrestin-1 -4.3%, AID2073 24%, NOD1 NF-kB reporter -12%, Yfh1-depleted yeast inactive, HEK293 NOD2/NF-kB 10%, West Nile antiviral -0.5%, HIV peptide binding -2.2%, KOR beta-arrestin-2 25% and Dengue-2 NS5 capping 1%.
`COc1ccc(S(=O)(=O)N2CCC(CN3C(=O)c4cccc5cccc(c45)C3=O)CC2)cc1` gave KOR beta-arrestin-1 0.8%, AID2073 23%, NOD1 NF-kB reporter -2%, Yfh1-depleted yeast inactive, HEK293 NOD2/NF-kB -9%, West Nile antiviral -0.9%, HIV peptide binding -0.3%, KOR beta-arrestin-2 -10% and Dengue-2 NS5 capping -4%.
For Cc1c(Br)c([N+](=O)[O-])nn1CC(=O)N1CCN(C23CC4CC(CC(C4)C2)C3)CC1 the results were KOR beta-arrestin-1 2.7%, AID2073 -6%, NOD1 NF-kB reporter -12%, HEK293 NOD2/NF-kB -16%, West Nile antiviral -0.4%, HIV peptide binding -2.3%, KOR beta-arrestin-2 3% and Dengue-2 NS5 capping -3%.
CSc1oc(-c2ccc(F)cc2)nc1S(=O)(=O)c1ccc(F)cc1 was read as KOR beta-arrestin-1 3.7%, AID2073 0%, NOD1 NF-kB reporter 1%, Yfh1-depleted yeast inactive, HEK293 NOD2/NF-kB 2%, West Nile antiviral -0.3%, HIV peptide binding -1.2%, KOR beta-arrestin-2 -15% and Dengue-2 NS5 capping -5%.
For CC(C)(C)c1ccc(OCCCn2ccnc2)cc1 the results were KOR beta-arrestin-1 -3.2%, AID2073 10%, NOD1 NF-kB reporter -24%, HEK293 NOD2/NF-kB 2%, West Nile antiviral -1.0%, HIV peptide binding 1.7%, KOR beta-arrestin-2 -4% and Dengue-2 NS5 capping -3%.
